# HCT116 PTEN-null: suppresses growth of cells with PTEN deletion | AID 827 | HCT116 PTEN-null viability, CellTiter-Glo, 60 h; stronger effect = lower value | actives 1.2% (n = 140,000) | viability, % at 10 µM;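 active = viability at or below a set limit, 4 SD under the median of all tested compounds, cut at about 3.7% in these data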;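 note: PTEN knockout HCT116 line with beta catenin targeted HCT116 as companion control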
# Yeast life ext: extends the lifespan of yeast | S. cerevisiae growth with nicotinamide, OD615; deaD strain in restrictive glucose medium | inhibition of the nicotinamide effect, % at 10 µM | actives 0.68% (n = 130,000) | AID 775;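 active = inhibition above a set limit, placed 3 SD over the median of all compounds, cut at about 26% in these data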;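 note: 0% = nicotinamide-treated wells and 100% = cells grown without nicotinamide; some compounds called inactive have numbers as strong as hits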
#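 Test system: DeaD-strain S. cerevisiae / Buffer or medium: restrictive glucose medium / Also added: nicotinamide 1.5 mM / Doses: one concentration, 10 µM, DMSO 0.25% / Schedule: 48 h at 30 °C / Signal: OD615 measurement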
# E-sel TNF inh: TNF alpha driven E-selectin expression inhibition; actives 0.71% (n = 120,000); inhibition, % at 2 µM; HUVEC TNFa-induced E-selectin immunofluorescence, high content;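 active = inhibition above the batch mean plus 3 SD, and confirmed as a hit on visual image review, cut at about 43% in these data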;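 note: 0% = TNF-stimulated DMSO wells and 100% = unstimulated control wells; not every result past the cut was called active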
# Phagocyt inh: macrophage phagocytosis inhibition. J774A.1 macrophage IgG-bead phagocytosis, imaging. inhibition, % at 5 µM. actives 0.07% (n = 110,000);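 active = inhibition above the mean of the plate negative controls plus 5 SD, cut at about 13% in these data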;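 note: phagocytic index as fraction of beads internalized from green versus red external bead signal; plate controls were DMSO negative control for no effect and cytochalasin-D positive control for full effect; some results beyond the cut were filed as inactive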
# Yeast growth inh: reduces growth of yeast BB579 in restrictive medium; S. cerevisiae BB579 growth, OD615, 48 h; inhibition, % at 10 µM; actives 0.51% (n = 140,000);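 active = inhibition above a set limit, 3 SD over the mean compound inhibition, cut at about 44% in these data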; note: inactives centre near -24
#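 Detection: OD615 turbidity measurement; Material: Saccharomyces cerevisiae DeaD strain BB579, replicative lifespan model yeast; Timing: 48 h exposure, 30 °C; Doses: single 10 µM dose; Medium: CSMM-D restrictive synthetic medium containing dextrose (glucose); Controls: amphotericin B at 10 µg/mL as positive control.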
# MRP-1 activ: MRP-1 activation. H69AR cells + doxorubicin, viability rescue, CellTiter-Glo. AID 799. viability increase, % at 10 µM. actives 0.61% (n = 140,000);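 active = viability gain under doxorubicin at or above a set limit, the compound median plus 3 SD, cut at about 4.7% in these data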;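 note: MRP-1 overexpressing cells given doxorubicin 25 µM after compound pretreatment; 18-22 h compound pretreatment then 72 h with doxorubicin before readout; 0% = doxorubicin-only wells and 100% = vehicle-treated cells without doxorubicin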
# HCT116 bCat-KO: beta-catenin-lacking colon tumor cell growth suppression; AID 818; HCT116 beta-catenin knockout viability, CellTiter-Glo, 60 h; stronger effect = lower value; actives 1.5% (n = 140,000); viability, % at 10 µM;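 active = viability at or under a set limit, the compound median less 4 SD, cut at about 6% in these data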;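 note: 0% = Hyamine 1622 control at 20 µM and 100% = untreated cell control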
# Measles CPE: protection of cells from measles virus; actives 1.5% (n = 140,000); Measles virus-infected cells, CPE protection, absorbance; protection (pct of control), % at 4 µM; in the data active = protection mostly above about 24%, no sharp cut-off; inactive = mostly below about 26%; note: some compounds called inactive have numbers as strong as hits
# NPY-Y2 antag: antagonists of human neuropeptide Y receptor Y2; P49146; NPY-Y2 expressing cells, antagonist mode; inhibition, % at 2.7 µM; actives 0.99% (n = 140,000); AID 793; in the data active = inhibition above about 17%;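 note: 0% = vehicle with agonist challenge and 100% = reference antagonist with challenge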
# Target sequence (P49146 whole entry, looked up): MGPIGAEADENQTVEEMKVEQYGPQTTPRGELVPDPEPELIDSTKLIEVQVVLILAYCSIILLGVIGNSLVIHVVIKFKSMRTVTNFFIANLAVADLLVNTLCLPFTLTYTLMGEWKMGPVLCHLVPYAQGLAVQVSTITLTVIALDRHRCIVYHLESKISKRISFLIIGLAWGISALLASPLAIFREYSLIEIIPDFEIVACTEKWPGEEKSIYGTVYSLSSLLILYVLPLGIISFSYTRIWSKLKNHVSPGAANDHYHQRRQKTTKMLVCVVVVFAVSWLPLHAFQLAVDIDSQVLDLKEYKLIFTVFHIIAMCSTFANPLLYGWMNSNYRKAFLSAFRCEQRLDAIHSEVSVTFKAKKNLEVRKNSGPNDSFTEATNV
# GALR2 antag: blocks the human galanin receptor 2. actives 0.39% (n = 140,000). inhibition, % at 4 µM. O43603. AID 828. GALR2-expressing cells, antagonist mode; in the data active = inhibition above about 27%;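 note: cells stimulated with galanin 1-16 at roughly its EC80; 0% = agonist challenge control and 100% = basal control without agonist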
# Target sequence (O43603 whole entry, looked up): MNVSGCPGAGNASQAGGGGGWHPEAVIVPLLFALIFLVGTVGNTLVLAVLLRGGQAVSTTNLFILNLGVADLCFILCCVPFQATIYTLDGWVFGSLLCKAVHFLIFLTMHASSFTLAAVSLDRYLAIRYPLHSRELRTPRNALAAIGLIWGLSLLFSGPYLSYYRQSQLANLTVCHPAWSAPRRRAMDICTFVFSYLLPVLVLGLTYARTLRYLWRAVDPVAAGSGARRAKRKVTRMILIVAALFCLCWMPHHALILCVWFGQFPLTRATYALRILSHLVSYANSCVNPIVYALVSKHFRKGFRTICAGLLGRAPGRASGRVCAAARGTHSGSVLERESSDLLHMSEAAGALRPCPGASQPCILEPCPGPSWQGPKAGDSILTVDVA
# * hit, by the source's call; · = not tested or not shown.
SMILES,HCT116 PTEN-null,Yeast life ext,E-sel TNF inh,Phagocyt inh,Yeast growth inh,MRP-1 activ,HCT116 bCat-KO,Measles CPE,NPY-Y2 antag,GALR2 antag
CC(=O)c1ccc(NCC(=O)N2CCN(c3ccccc3)CC2)cc1,85,-17,14,0,-37,-1.3,92,7,1,3
C=CCNC(=O)C1(c2ccccc2)CC1(Cl)Cl (configuration not stated),103,4,·,·,-34,0.9,94,9,-1,7
Cc1c(NC(=O)c2ccc(=O)oc2)c(=O)n(-c2ccccc2)n1C,88,-3,-12,-1,8,-6.6,95,5,2,-1
O=C(CCC(=O)Nc1ccccc1)N/N=C/C=C/c1ccccc1,94,1,·,-10,-56,-0.5,102,5,-1,5
O=C(CN1C(=O)CCS(=O)(=O)c2ccccc21)Nc1cccc(F)c1,99,-11,11,0,-13,0.6,93,5,7,-15
N#Cc1cc2c(nc1SCc1ccccc1)CCCCC2,88,-16,-23,-2,-42,2.9,84,4,7,1
COCCNC(=O)Cc1cn(C)c2ccccc12,92,-16,-20,·,-45,-1.1,103,3,0,7
CCCC(c1nnnn1Cc1ccc(OC)cc1)N1CCN(c2ccccc2OC)CC1 (configuration not stated),81,-4,-6,1,-24,·,83,2,3,-4
O=C(O)CCNC(=O)c1ccc(Br)o1,100,2,0,-1,-15,-0.3,100,6,1,21
COc1ccc2[nH]c(=O)c(CN(C)C(=O)c3ccncc3)cc2c1,106,-8,·,-2,-8,-0.8,108,12,3,11
CCCn1c(SCC(=O)N2CCN(c3ccc(OC)cc3)CC2)nc2c1c(=O)n(C)c(=O)n2C,81,-12,·,0,-23,-2.7,85,24,4,-16
O=C(CCN1CCN(C(c2ccccc2)c2ccccc2)CC1)N/N=C/c1ccc(O)cc1O,18,-6,·,-11,-11,4.0,13,2,2,7
Cc1ccccc1N(CC(=O)NC1CCCC1)C(=O)CS(=O)CC(=O)Nc1ccc2c(c1)OCO2 (configuration not stated),95,0,·,0,-23,0.8,94,8,-2,4
CC(=O)c1ccc(OC(=O)C2c3ccccc3Oc3ccccc32)cc1,91,-1,-47,·,-41,-0.7,84,3,4,-10
CC(=O)Cc1nsc(NC(=O)c2cc(-c3ccc(Cl)c(Cl)c3)oc2C)n1,94,-14,-36,·,-34,-0.7,100,29,-1,-15
Cc1ccc(S(=O)(=O)N2CCOCC2)cc1NC(=O)CSc1nnc2cc(C)c3ccccc3n12,74,-3,·,-6,-31,0.8,84,10,3,-23
COc1ccc(-n2c(=O)[nH]cc(C(=O)Nc3ccc(NC(C)=O)cc3)c2=O)cc1,·,·,-3,1,·,·,·,·,0,-11
CN(C)/C=N/c1c(C#N)nnn1Cc1ccccc1,101,-13,14,2,-16,-1.8,103,25,2,-12
Cc1ccc(-n2c(-c3ccccc3)cc(=O)nc2C)cc1,87,-24,2,·,8,-2.2,86,5,-2,0
Cc1ccccc1Nc1nnc(SCC(=O)NC(=O)Nc2ccc3c(c2)OCCO3)s1,20,2,·,-5,-76,-3.8,34,3,5,-5
O=C(OCC1CCCN2CCCCC12)c1ccc2c(c1)OCO2 (configuration not stated),92,8,·,-1,5,-1.8,92,10,3,-19
O=C(CCn1nc(-c2ccccc2)ccc1=O)NCCCN1CCCCCC1,94,-11,29,0,-12,-2.5,106,5,1,8
Cc1nc2ccc3[nH]snc3c2n1,98,-1,·,1,-13,-3.0,92,6,1,19
CC(C)(C)N1CC2([N+](=O)[O-])CN(C(C)(C)C)CC([N+](=O)[O-])(C1)C2,100,0,-17,-1,-8,-1.0,100,7,-2,2
O=C(COc1ccc(-n2cnnn2)cc1)NCCc1ccc(F)cc1,102,-8,-12,-2,-42,0.2,114,8,1,2
Cc1cccc2c1N(C(=O)c1ccco1)C(C)(C)c1ssc(=S)c1-2,95,-9,·,·,-78,-0.7,114,6,1,3
Cn1c(-c2ccccc2)cnc1SCC(=O)N1CCCc2ccccc21,96,11,-9,-7,-27,-0.6,93,15,3,0
Cc1nnsc1C(=O)Nc1cccc(Cl)c1Cl,80,·,-14,·,-25,-2.0,89,6,0,-9
O=S(Cc1cc(Sc2ccccc2)nc(-c2ccccc2)n1)c1ccccc1 (configuration not stated),71,5,·,0,-37,0.7,70,26,13,-9
CCn1c(SCc2nc(-c3ccc(OC)c(OC)c3)no2)nnc1-c1cccs1,83,-8,5,3,-61,-0.9,89,4,2,-5
COc1ccccc1CN1C(=O)CCC1(C)C(=O)NCc1cccnc1 (configuration not stated),94,0,-20,0,-11,-0.7,90,11,1,-12
CN1CCN(C(=O)c2c(O)c3cccc4c3n(c2=O)CC4)CC1,97,25,·,·,15,-4.2,97,16,4,9
COc1ccccc1NC(=O)c1csc(-n2nc(C)cc2C(F)(F)F)n1,96,3,·,0,-26,1.0,95,11,0,0
Cc1ccc(Cn2nc(C)c(NC(=O)c3cc(-c4ccc5c(c4)OCO5)on3)c2C)cc1,83,2,·,0,-36,3.2,89,12,0,-3
COc1ccc(Oc2nnnn2-c2ccccc2)cc1,90,·,-14,·,-15,-3.8,92,7,3,9
COc1cccc(NC(=O)c2ccccc2-c2nc(-c3ccccc3)no2)c1,90,-10,·,0,-46,-1.0,86,5,15,1
CC(C)(C)NC(=O)CSc1nncn1NCc1c(Cl)cccc1Cl,92,·,-7,·,9,-2.5,92,5,3,5
O=C(NNc1cccc(Cl)n1)c1ccc(Cl)nc1,101,5,·,-14,-13,0.1,102,2,-3,-4
C=CCOc1c(Cl)cc(C2NC(=O)NC(C)=C2C(=O)OC)cc1Cl (configuration not stated),64,-6,-18,-3,-55,0.6,54,5,10,1
CCCCCCn1c(SCCC)nc2c1c(=O)[nH]c(=O)n2C,75,11,·,2,-83,0.1,58,20,1,-2

# 2 of these compounds in another layout:
molecule | HCT116 PTEN-null | Yeast life ext | E-sel TNF inh | Phagocyt inh | Yeast growth inh | MRP-1 activ | HCT116 bCat-KO | Measles CPE | NPY-Y2 antag | GALR2 antag
C=CCOc1c(Cl)cc(C2NC(=O)NC(C)=C2C(=O)OC)cc1Cl (configuration not stated) | 64 | -6 | -18 | -3 | -55 | 0.6 | 54 | 5 | 10 | 1
O=C(CN1C(=O)CCS(=O)(=O)c2ccccc21)Nc1cccc(F)c1 | 99 | -11 | 11 | 0 | -13 | 0.6 | 93 | 5 | 7 | -15

# (listing goes on)
SMILES,HCT116 PTEN-null,Yeast life ext,E-sel TNF inh,Phagocyt inh,Yeast growth inh,MRP-1 activ,HCT116 bCat-KO,Measles CPE,NPY-Y2 antag,GALR2 antag
CCOc1ccc(C(=O)Nc2ccccc2N2CCOCC2)cc1,86,-26,-2,·,-51,-1.0,87,3,-1,4
N=c1c(C(=O)NCC2CCCO2)cc2c(=O)n3ccccc3nc2n1Cc1cccnc1 (configuration not stated),96,-7,·,-2,-33,-2.4,93,17,5,-1
O=C(NCc1nnc2c3ccccc3c(-c3ccccc3)nn12)c1ccc(Cl)cc1,42,5,·,-5,-15,3.7,36,8,8,1
O=C(CSc1nc(-c2ccco2)cc(C(F)(F)F)n1)N1CCN(c2cccc(Cl)c2)CC1,82,·,-9,·,-47,2.0,82,4,13,4
CS(=O)(=O)c1ccc2nc(NC(=O)c3cccs3)sc2c1,74,-15,19,3,-40,-5.0,84,8,-1,-16
CCn1c(SCC(=O)c2ccc(O)c(O)c2)nnc1-c1ccccc1,66,-4,-12,0,16,2.9,65,11,1,0
CCN(CC)C(=O)c1sc(NC(=O)c2ccco2)c(C#N)c1C,89,11,-12,·,-31,-2.8,92,10,2,-3
CCN(CC)S(=O)(=O)c1ccc2c(c1)nc(SCC(=O)N1CCOCC1)n2-c1ccccc1OC,89,-19,27,·,-1,-4.3,86,2,0,-3
CCOc1ccc(-c2nc(N)ncc2-c2ccccc2)c(O)c1,82,-3,-17,0,-50,-3.5,87,6,7,-19
CC(C)CCNC(=O)c1ccc2nc[nH]c2c1,100,-3,3,-2,-19,-0.3,105,20,5,-12

# Of the compounds above, 7 have two or more sulfur atoms:
SMILES,HCT116 PTEN-null,Yeast life ext,E-sel TNF inh,Phagocyt inh,Yeast growth inh,MRP-1 activ,HCT116 bCat-KO,Measles CPE,NPY-Y2 antag,GALR2 antag
Cc1ccc(S(=O)(=O)N2CCOCC2)cc1NC(=O)CSc1nnc2cc(C)c3ccccc3n12,74,-3,·,-6,-31,0.8,84,10,3,-23
Cc1ccccc1Nc1nnc(SCC(=O)NC(=O)Nc2ccc3c(c2)OCCO3)s1,20,2,·,-5,-76,-3.8,34,3,5,-5
Cc1cccc2c1N(C(=O)c1ccco1)C(C)(C)c1ssc(=S)c1-2,95,-9,·,·,-78,-0.7,114,6,1,3
O=S(Cc1cc(Sc2ccccc2)nc(-c2ccccc2)n1)c1ccccc1 (configuration not stated),71,5,·,0,-37,0.7,70,26,13,-9
CCn1c(SCc2nc(-c3ccc(OC)c(OC)c3)no2)nnc1-c1cccs1,83,-8,5,3,-61,-0.9,89,4,2,-5
CS(=O)(=O)c1ccc2nc(NC(=O)c3cccs3)sc2c1,74,-15,19,3,-40,-5.0,84,8,-1,-16
CCN(CC)S(=O)(=O)c1ccc2c(c1)nc(SCC(=O)N1CCOCC1)n2-c1ccccc1OC,89,-19,27,·,-1,-4.3,86,2,0,-3

# Continuation.
SMILES,HCT116 PTEN-null,Yeast life ext,E-sel TNF inh,Phagocyt inh,Yeast growth inh,MRP-1 activ,HCT116 bCat-KO,Measles CPE,NPY-Y2 antag,GALR2 antag
CCN1CCN(C(c2cccc(OC)c2)c2sc3nc(C)nn3c2O)CC1 (configuration not stated),108,3,-12,-8,-24,-1.7,100,12,3,-12
O=S(=O)(NC1CCCC1)c1cccc(S(=O)(=O)N2CCC(n3nnc4ccccc43)CC2)c1,56,1,·,1,-21,-2.5,56,4,3,-6
CC1CC(C)(C)NC(=O)O1 (configuration not stated),97,-16,·,1,-27,-0.8,98,5,0,-7
O=C(COc1ccc(/C=N/NS(=O)(=O)c2ccccc2)cc1)Nc1ccc(F)cc1,93,-21,-12,0,-36,-3.5,103,48,2,-5
Cn1c(-c2ccccc2)cc2c3no[n+]([O-])c3ccc21,4,-17,26,-3,-50,-6.9,9,5,3,15
CC(C)c1ccc(NC(=O)COc2ccc(F)cc2C(=O)c2cnn(-c3ccccc3)c2)cc1,76,-6,-20,-2,-35,-3.4,69,0,1,-6
Cc1nc([N+](=O)[O-])c(Br)n1CC(=O)c1ccc(Cl)cc1,41,-3,8,-1,-67,-2.6,47,13,1,26
C=CCSC1=NC(N)=C(C#N)C2(CCCCC2)C1C(N)=O (configuration not stated),98,-9,-8,-1,-2,-2.1,96,10,3,10
CCCCC(O)(CCCC)C(=O)NN(C(=O)OC)c1ccccc1,75,4,·,-2,-46,-1.6,83,5,8,-1
O=C(c1ccccc1NS(=O)(=O)c1ccc(Cl)cc1)N1CCc2ccccc21,86,26,·,-8,-38,-1.5,86,10,7,-13

# Source: PubChem

# Compounds were not picked by outcome; 6.1% or so of the library scored in one or more.
